# p53ts 32C kill – cytotoxicity in p53ts cells at permissive temperature; H1299-p53A138V at 32C, ATP luminescence viability, 24 h; Potency, µM (highest dose often 46.1 µM), for inactives: at the top dose activity change, negative = cytotoxicity, hits mostly cytotoxic; AID 924; 0.93% of 130,000 active;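 further: 0% = DMSO and -100% = full killing by reference compound; nearly all actives have a fitted effect of over 55% in size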
#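 Viability by ATPlite luminescence after 24 h compound treatment (up to 46 uM) at the permissive 32C. Cells are H1299 carrying p53 A138V. Scale runs from DMSO basal to 100 uM tamoxifen as full kill; AC50 from Hill fits.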
# Imprint erasure – genomic imprint erasure induction; mouse ES Peg3-LacZ reporter, beta-gal luminescence, 40 h; AID 1948; Potency, µM (highest dose often 60.7 µM), for inactives: at the highest dose activity change, positive = activation, hits mostly activators; 0.02% of 110,000 active;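 further: 0% = negative control wells on the plate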
#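 Imprint erasure is scored as LacZ activity from the silenced maternal Peg3 allele in feeder-free female ES cells cultured 40 h with LIF. Luminescence is normalized to in-plate negative controls and fitted to the Hill equation.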
# p53ts 39C tox – kills p53ts cells at the nonpermissive temperature; 1.5% of 130,000 active; Potency, µM (doses to about 46.1 µM), for inactives: at the top dose activity change, negative = cell killing, usual class: cytotoxic; H1299-p53A138V viability at 39C, ATP luminescence, 24 h; AID 902; further: nearly all actives have a fitted effect of over 55% in size
# IkB sig inh – inhibitors of IkB signaling in ABC-DLBCL cells | AID 445 | 0.04% of 110,000 active | Potency, µM (top dose mostly 57.1 µM), for inactives: top-dose IkBa stabilization activation | ABC-DLBCL IkBa-CBG/CBR dual luciferase ratio, 4 h; response scale: scaled: untreated 0%, proteasome inhibitor 100%; active means well fitted curve in the direction sought with a large enough effect in the signal ratio, not every such curve was filed as active; inconclusive means small, poorly fitted or top-dose-only effect, or a change in a side signal; the % refers to the signal ratio;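 further: the direction sought is a rising ratio; 0% = basal untreated cells and 100% = reference inhibitor full response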
#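 Luminescence ratio of IκBα-fused green versus native red beetle luciferase in OCI-Ly3 cells, 4 h post-doxycycline with compound; red signal alone, scaled from basal (0%) to zero light (-100%), flagged nonspecific or cytotoxic effects.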
# Starred values were filed as active, the others as inactive; ? = inconclusive; / = no result given; & = joins results of further samples; [ ] = dose if it differs, or a comment. Unless noted, the call rests on the fitted dose curve; in most records, active means well fitted curve in the direction sought with a large enough effect; inconclusive means small, poorly fitted or top-dose-only effect, or another doubt; inactive means no such curve, though single readings can be large; an effect the other way counts as inactive or inconclusive. Unless noted, on the % scale 0 is the no-effect control and ±100 the full control effect; potency means the concentration at half of the fitted maximal effect.
[1] COc1ccc(-c2nnc(SCC(=O)Nc3sc4c(c3C#N)CCCC4)n2-c2ccccc2)cc1
[2] CCc1ccc(-n2nc(C)c3c(C(=O)NCCc4ccc(OC)c(OC)c4)cc(C)nc32)cc1
[3] CC(C(=O)NCc1ccccn1)N1C(=O)c2ccccc2C1=O (centres undefined)
[4] O=C(Cc1c(F)c(F)c(F)c(F)c1F)OC12CC3CC(C1)C(=O)C(C3)C2
[5] CCN(c1ccccc1)S(=O)(=O)c1ccc(C(=O)Nc2nnc(COC)o2)cc1
[6] COc1cccc(Oc2c(C)oc3c(CN4CCOCC4)c(O)ccc3c2=O)c1
[7] CCC1CN(C(=O)NCc2ccccc2)c2cc(Cl)ccc2O1 (centres undefined)
[8] CCCn1c(C(O)c2ccc(OC)cc2)nc2ccccc21 (centres undefined)
Compound,1,2,3,4,5,6,7,8
p53ts 32C kill,8%,15%,2%,3%,?,-1%,13%,-2%
p53ts 39C tox,1%,8%,8%,-11%,?,10%,-7%,10%
IkB sig inh,/,-3.1%,/,1.8%,-0.7%,1.3%,?,/
Imprint erasure,/,-2%[10.9 µM],/,-6%,-30%[inhibitor],6%,-8%[10.9 µM],/

[9] COc1ccc(S(=O)(=O)c2c(N)n(Cc3ccco3)c3nc4ccccc4nc23)cc1
[10] COc1ccc(Cl)cc1NC(=O)c1c(NCc2sccc2C)sc2c1CCCC2
[11] CCSC(=N)N
[12] COCCn1c(=O)c(CCc2ccccc2)nc2cnc(N3CCOCC3)nc21
[13] CCN1CCN(c2ncc(C(=O)Nc3c(F)cc(F)cc3Br)c3ccccc23)CC1
[14] CCn1c(Oc2ccc(F)cc2F)nc2c1c(=O)n(C)c(=O)n2C
[15] CCN(CCCNC(=O)COc1cc(=O)n(C)c2ccccc12)c1ccccc1
[16] CCOC(=O)c1ccc(NC(=O)c2cc3c(n(-c4ccc(C)cc4)c2=O)CC(C)(C)CC3=O)cc1
Compound,9,10,11,12,13,14,15,16
p53ts 32C kill,14%,7%,-2%&-8%&-8%,-4%,-14%,0%,3%,3%
p53ts 39C tox,17%,17%,-5%&-6%&12%,-5%,-1%,9%,-14%,-3%
IkB sig inh,?,?,0.7%&-4.4%,-2.2%[11.4 µM],4.9%,?,4.7%,1.1%
Imprint erasure,-18%,-13%[10.9 µM],?,4µM*,-16%,-8%[10.9 µM],-22%,-11%[10.9 µM]

# Some of the entries above, reformatted:
nr | structure | p53ts 32C kill | p53ts 39C tox | IkB sig inh | Imprint erasure
12 | COCCn1c(=O)c(CCc2ccccc2)nc2cnc(N3CCOCC3)nc21 | -4% | -5% | -2.2%[11.4 µM] | 4µM*
15 | CCN(CCCNC(=O)COc1cc(=O)n(C)c2ccccc12)c1ccccc1 | 3% | -14% | 4.7% | -22%

# Additional compounds follow:
[17] C=CCSc1nc2c(c(=O)[nH]c(=O)n2C)n1C/C=C(/C)Cl
[18] CCOc1ccccc1NC(=O)C(=O)c1cc(C)n(-c2ccc(F)cc2)c1C
[19] CCN(Cc1ccccc1)C(=O)c1sc2nc3n(c(=O)c2c1C)CCCC3
[20] CCOC(=O)N1CCN(S(=O)(=O)c2ccc(C)c(C)c2C)CC1
[21] COc1ccc(CCNC(=O)CCCCn2c(=O)c3ccccc3n(Cc3ccc(F)cc3Cl)c2=O)cc1OC
[22] CCc1ccc(OCC(=O)N(Cc2ccc(Cl)cc2)C2CCS(=O)(=O)C2)cc1 (centres undefined)
[23] CCNc1nnc(-c2ccccc2OC)s1
[24] Cc1ccc(N2CCN(S(=O)(=O)c3ccc4oc(=O)c5ncn(C)c5c4c3)CC2)c(C)c1
Compound,17,18,19,20,21,22,23,24
p53ts 32C kill,1%,5%,-4%,5%,0%,2%,-13%,-4%
p53ts 39C tox,0%,-4%,6%,2%,36%[activator],-9%,-10%,-7%
IkB sig inh,0.5%,-1.8%,1.1%,4.0%,-1.1%,?,2.7%,?
Imprint erasure,21%,11%[10.9 µM],-12%[10.9 µM],-16%,-8%[10.9 µM],-8%[10.9 µM],-21%,-9%[10.9 µM]

# Entries of single compounds from above. Screens in order: p53ts 32C kill, p53ts 39C tox, IkB sig inh, Imprint erasure
# `CCOc1ccccc1NC(=O)C(=O)c1cc(C)n(-c2ccc(F)cc2)c1C` is listed as 5%, -4%, -1.8%, 11%[10.9 µM]
# `CCc1ccc(OCC(=O)N(Cc2ccc(Cl)cc2)C2CCS(=O)(=O)C2)cc1` (centres undefined) is listed as 2%, -9%, ?, -8%[10.9 µM]
# `C=CCSc1nc2c(c(=O)[nH]c(=O)n2C)n1C/C=C(/C)Cl` is listed as 1%, 0%, 0.5%, 21%
# `COc1ccc(CCNC(=O)CCCCn2c(=O)c3ccccc3n(Cc3ccc(F)cc3Cl)c2=O)cc1OC` is listed as 0%, 36%[activator], -1.1%, -8%[10.9 µM]

# The listing continues:
[25] CCn1cnc2c1c(=O)n(Cc1nnc3n1-c1ccccc1SC3)c(=O)n2Cc1ccccc1
[26] Cc1cccc(C)c1NC(=O)C[N+](C)(C)C
[27] CCn1cc(C(=O)N2CCN(c3ccccc3)CC2)c(=O)c2cc(S(=O)(=O)N3CCCC3)ccc21
[28] CCCCNc1nc2c(c(=O)n(C)c(=O)n2C)n1CC(O)COc1ccccc1C (centres undefined)
[29] CC(=O)c1sc(N2C(=O)c3oc4ccccc4c(=O)c3C2c2ccc(C)cc2)nc1C (centres undefined)
[30] Cn1c(SCC(N)=O)nc2c([nH]c3ccccc32)c1=O
[31] COc1ccc(N2CCN(C(CNC(=O)c3ccc(OC)c(OC)c3)c3cccnc3)CC2)cc1 (centres undefined)
[32] Cc1ccc(NC(=O)Cn2c(C)cc(C)c(C#N)c2=O)c(Cl)c1
Compound,25,26,27,28,29,30,31,32
p53ts 32C kill,6%,-2%&21%,-2%,1%,0%,10%,-1%,4%
p53ts 39C tox,14%,5%&4%,12%,-11%,15%,-13%,-5%,4%
IkB sig inh,0.7%,-0.1%&-1.7%,?,?,7.1%,?,-0.4%,-1.2%
Imprint erasure,?,-6%&3%,-4%[10.9 µM],-13%[10.9 µM],-11%[10.9 µM],1%[10.9 µM],-2%[10.9 µM],-16%

[33] Cn1c(=O)c(=O)n(C)c2cc(N3CCCC3)c(NC(=O)c3ccccc3F)cc21
[34] CC(=O)c1ccc(NC(=O)C2CCN(S(=O)(=O)c3c(C)noc3/C=C/c3ccc(C)cc3)CC2)cc1
[35] COc1ccc2cc3cc(C(=O)NCc4ccc(C)cc4)oc3nc2c1
[36] O=[N+]([O-])c1ccccc1S(=O)(=O)NCC1CCC(CNCC2CCc3ccccc3C2)CC1 (centres undefined)
[37] COC(=O)c1[nH]c2ccc(C)cc2c1NS(=O)(=O)c1ccc(F)c(C)c1
[38] CC(=O)Nc1nc(-c2ccc(Br)s2)cs1
[39] CCOc1ccc2c(c1)sc(=NC(=O)C1CC1)n2C
[40] CC1=C(c2ccc(C)c(C)c2)S(=O)(=O)N=C1N1CCC(C(=O)Nc2cccc(F)c2)CC1
[41] CCCS(=O)(=O)N1CCC(C(=O)NCCN(C)Cc2ccccc2)CC1
[42] CCOC(=O)N1CCC(NC(=O)C2CCCN(C(=O)N3CCOc4ccccc43)C2)CC1 (centres undefined)
Compound,33,34,35,36,37,38,39,40,41,42
p53ts 32C kill,1%,-2%,-6%,-14%,-7%,-10%,?,-7%,-3%,-2%
p53ts 39C tox,1%,-6%,-1%,?,2%,-15%,?,-11%,-1%,-1%
IkB sig inh,-2.0%,0.5%,?,/,-0.6%,-0.9%,-1.7%,2.6%,0.9%,-0.1%
Imprint erasure,5%[10.9 µM],-14%[10.9 µM],-10%[10.9 µM],-31%[inhibitor],-15%,-23%,-38%[inhibitor],5%[10.9 µM],-21%,6%

# By substructure, the compounds so far with a thiophene ring, fused or not
[1] COc1ccc(-c2nnc(SCC(=O)Nc3sc4c(c3C#N)CCCC4)n2-c2ccccc2)cc1
[10] COc1ccc(Cl)cc1NC(=O)c1c(NCc2sccc2C)sc2c1CCCC2
[19] CCN(Cc1ccccc1)C(=O)c1sc2nc3n(c(=O)c2c1C)CCCC3
[38] CC(=O)Nc1nc(-c2ccc(Br)s2)cs1
Compound,1,10,19,38
p53ts 32C kill,8%,7%,-4%,-10%
p53ts 39C tox,1%,17%,6%,-15%
IkB sig inh,/,?,1.1%,-0.9%
Imprint erasure,/,-13%[10.9 µM],-12%[10.9 µM],-23%

# Screening data deposited in PubChem BioAssay by National Center for Advancing Translational Sciences (NCATS).
